APJ ag: agonists of human APJ apelin receptor; P35414; CHO-K1 APJ PathHunter beta-arrestin, luminescence; 0% DMSO wells, 100% apelin; activation, % at 20 µM; 0.11% of 330,000 active; AID 2520;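 active = activation more than six SD over the plate average, tested at 20 µM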;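 note: 0% = DMSO alone and 100% = apelin-13 at 10 nM; some results filed as inactive read as strong as hits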
Target sequence (P35414 whole entry, looked up): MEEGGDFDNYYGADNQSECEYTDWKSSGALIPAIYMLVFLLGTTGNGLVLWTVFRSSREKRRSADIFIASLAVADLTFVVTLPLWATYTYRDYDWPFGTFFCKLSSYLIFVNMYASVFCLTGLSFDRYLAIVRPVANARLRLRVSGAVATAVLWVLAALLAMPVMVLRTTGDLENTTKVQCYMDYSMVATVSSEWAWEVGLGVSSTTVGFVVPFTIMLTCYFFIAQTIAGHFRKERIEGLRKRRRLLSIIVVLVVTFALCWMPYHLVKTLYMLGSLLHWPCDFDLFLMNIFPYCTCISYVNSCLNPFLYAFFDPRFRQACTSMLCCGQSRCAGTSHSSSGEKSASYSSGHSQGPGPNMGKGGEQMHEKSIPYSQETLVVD
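Assay system: CHO-K1 cells stably expressing ProLink-tagged human APJ and arrestin–beta-gal acceptor. Compound dosing: 20 µM single point, 1% DMSO. Times: 16-18 h seeding, 90 min dark compound exposure, 60 min detection. Detection: beta-gal luminescence. Evaluation: APJ–arrestin association signal. Controls: negative DMSO alone, positive Apelin-13 at 10 nM.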
UPR CHOP act: apoptotic UPR (CHOP) activation | CHO-CHOP luciferase reporter, luminescence; percent of tunicamycin response over DMSO baseline | activation, % at 10 µM | 0.34% of 330,000 active | AID 449763;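 active = at 10 µM dose, activation of 40% or more, normalized to positive control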;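 note: 100% = tunicamycin at 10 µg/mL and 0% = DMSO alone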
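assay system = CHO CHOP reporter cells | amount = 500 CHO-CHOP cells per well | buffer or medium = F12 with 10% FBS | incubation = 16-18 h cell attachment, then 6 h compound exposure, 37 °C | detection = luminescence read with Steady-Glo | read-out = percent activation relative to tunicamycin control | controls = tunicamycin high control, DMSO low control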
NR3A LBD binder: NR3A (human) ligand-binding domain modulation. NR3A LBD differential scanning fluorimetry, Tm shift; 0% = protein alone, 100% = glycine-bound protein. Tm shift relative to glycine control, % at 25 µM. 2.5% of 340,000 active. AID 1259313;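 active = melting temperature shift of at least 10% of the positive control shift, at one fixed dose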
Mdm2 MdmX PPI: human Mdm2/MdmX binding inhibition. O15151+Q00987. SaOS-2 split-luciferase Mdm2/MdmX complementation, luminescence. inhibition, % at 8 µM. 3% of 330,000 active;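 active = inhibition of at least 50% at 8 µM in the primary screen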
TIM10 inh: TIM10 yeast growth inhibition. S. cerevisiae TIM10 strain growth, BacTiter-Glo luminescence, 24 h. inhibition, % at 10 µM. 1.4% of 330,000 active;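 active = inhibition of 40% or more at the single tested concentration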;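 note: wild-type TIM10 isogenic control strain grown at permissive 25 °C; 0% = DMSO yeast wells and 100% = minimal medium wells without yeast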
tim10-1 inh: growth inhibitors of tim10-1 mutant yeast | AID 463190 | inhibition, % at 20 µM | 2.2% of 330,000 active | S. cerevisiae tim10-1 ts strain growth, BacTiter-Glo, 24 h;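 active = inhibition of at least 40%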;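 note: mutant grown at 25 °C; 0% = DMSO wells with yeast and 100% = wells holding no yeast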
tim23-1 inh: inhibits growth of tim23-1 mutant yeast; S. cerevisiae tim23-1 growth, BacTiter-Glo luminescence, 24 h; inhibition, % at 20 µM; 1.3% of 330,000 active; AID 463212;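 active = growth inhibition of the mutant yeast at or above 50%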;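 note: temperature-sensitive mutant grown at 25 °C; plate controls were DMSO-treated mutant yeast for no effect and medium wells lacking yeast for full effect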
NLRP3 yeast inh: inhibitors of NALP3 inflammasome in yeast; inhibition, % at 10 µM; Yeast reconstituted NLRP3/ASC/caspase-1, beta-gal luminescence, 24 h; 0.39% of 330,000 active;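 active = inhibition of 50% or more; inactive = inhibition below 50%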;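 note: plate controls were induced DMSO wells for no effect and uninduced yeast grown without galactose for full effect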
XBP1 UPR activ: activators of adaptive arm of unfolded protein response (XBP1); CHO-XBP1 luciferase reporter, IRE1-XBP1 UPR activation, luminescence; percent of tunicamycin response, DMSO as zero; 0.33% of 330,000 active; activation, % at 20 µM; AID 463104;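 active = versus positive control, 20 µM dose yields 30% or more activation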;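 note: 100% = tunicamycin at 10 µg/mL and 0% = DMSO only wells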
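Material: CHO cell line with stable XBP1 luciferase reporter; schedule: 16-18 h cell attachment at 37 °C, then 6 h compound exposure; signal: glow luminescence from Steady-Glo reagent; medium: serum-containing F12 medium, 10% FBS; benchmarks: tunicamycin 10 µg/mL and vehicle-only wells; read-out: percent activation relative to tunicamycin reference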
* marks the source's active call; other numbers are inactive results; nt = not tested or not shown.

Molecule | APJ ag | UPR CHOP act | NR3A LBD binder | Mdm2 MdmX PPI | TIM10 inh | tim10-1 inh | tim23-1 inh | NLRP3 yeast inh | XBP1 UPR activ
Cn1c(-c2cccc(Br)c2)cnc1NCc1cccnc1 | 0 | -0.3 | 0 | -2 | -14 | -2 | 9 | -2 | 1
C=CCN1CCN(C(=O)c2cc3c(s2)CCCC3)CC1 | 4 | 3.1 | -2 | 29 | 1 | -8 | 3 | 9 | -3
NC(=O)c1ccc(NC(=O)CNCc2ccccc2Cl)cc1 | 0 | -1.3 | -2 | 16 | -14 | 11 | 1 | 18 | -7
CSc1nc2n(n1)C(C)C1=C(CCCC1=O)N2 (centres undefined) | 3 | 2.0 | 1 | 20 | -10 | 14 | 2 | 7 | -2
COc1ccc(NC(=O)N(Cc2cc3cc(C)ccc3[nH]c2=O)CC2CCCO2)cc1 (centres undefined) | -1 | 0.7 | 0 | 5 | 7 | 16 | 27 | -14 | -3
COCCCNc1nc2c(-c3cccc(C(F)(F)F)c3)nnn2c2ccccc12 | -5 | 3.0 | -2 | 17 | -5 | -11 | -5 | 9 | 1
C[C@]12CCC3C(CC[C@H]4CC(O)CC[C@]34C)C1CC/C2=N/O (some centres undefined) | -1 | 2.0 | -2 | 25 | -12 | -13 | 3 | 51* | 2
O=C(CN1C(=O)CCSc2ccccc21)Nc1ccc(F)cc1 | -5 | -0.7 | 0 | 17 | 1 | 15 | 19 | -1 | -3
COc1cccc(-c2nnn(CC(=O)Nc3cc(OC)c(NC(=O)c4ccco4)cc3OC)n2)c1 | 1 | -1.2 | 1 | 21 | 9 | 28 | -10 | 13 | 2
Cc1cccc(NC(=O)CN2C(=O)S/C(=C\c3ccccn3)C2=O)c1 | -1 | 1.4 | -1 | 84* | 6 | -7 | 1 | 1 | 0
CN=C(c1ccco1)n1c(=S)nc(-c2ccco2)n(C)c1=S | -1 | 3.9 | 2 | -12 | 12 | 36 | 21 | 7 | 0
CN1C(=O)c2ccc(NC(=O)c3cccc(N4C(=O)CCC4=O)c3)cc2C1=O | -1 | -0.7 | -1 | 16 | -4 | 16 | 17 | 7 | -3
O=C(O)C[C@H]1c2ccc(C(F)(F)F)cc2S(=O)(=O)N1C1CCCCC1 | -2 | -1.0 | 1 | 17 | -14 | -2 | 5 | 4 | 2
Cn1c(=O)c2c(nc(SCc3nc(N)nc(N4CCCCC4)n3)n2C)n(C)c1=O | 1 | -0.9 | -5 | -2 | 11 | 5 | 1 | -5 | 0
COC(=O)[C@@]1(Cc2ccccc2)[C@H]2C(=O)N(Cc3ccccc3)C(=O)[C@H]2[C@H]2CN=C(SCc3ccc(C)cc3)N21 | nt | 1.8 | 0 | 58* | 5 | 24 | 44 | nt | 0
NC(=O)c1ccccc1NC(=O)CSc1cn[nH]n1 | -3 | 1.2 | -1 | 34 | -3 | 8 | 4 | 2 | 1
C=C(C)C1Cc2c(C)nn(-c3nc(C)cc(C)n3)c2C1 (centres undefined) | -3 | 8.1 | 1 | 55* | 11 | 42* | 24 | -9 | -2
Nc1[nH]c(N=NC(=O)c2ccccc2)c2ccccc12 | -2 | 2.5 | 1 | -62 | -2 | -11 | -6 | -8 | -3
CC(C)CN(C(=O)/C=C/c1nc2ccccc2s1)C1CCS(=O)(=O)C1 (centres undefined) | -3 | -1.1 | -1 | -4 | -10 | 5 | 2 | -1 | 4
CCOc1ccc(N(C(=O)c2cc3ccccc3oc2=O)C2C=CS(=O)(=O)C2)cc1 (centres undefined) | 1 | 0.9 | 1 | 2 | 7 | 13 | 16 | -2 | -2
CC(=O)Nc1ccc(Nc2nc(-c3sc(C)nc3C)cs2)cc1 | 5 | 0.6 | -6 | 30 | 5 | 3 | 11 | 16 | 0
COc1cc2c(cc1OC)C(CC#N)=NC(C)(C)C2 | -5 | -2.3 | -1 | 15 | 7 | 7 | -4 | 28 | 10
COc1cccc(CNC(=O)CCC2CCCN(C(=O)c3cscn3)C2)c1 (centres undefined) | -5 | 1.7 | 2 | 3 | -10 | -8 | 2 | 1 | -1
CCOC(=O)c1cnc2c(c(C)nn2CC)c1NCCN1CCOCC1 | 3 | 1.1 | -1 | 16 | -7 | 5 | 13 | 18 | 1
CC(=O)NC(c1cc(Cl)c2ccccc2c1O)C(C)C (centres undefined) | -1 | -0.1 | 1 | 7 | -2 | 13 | 26 | 4 | -2

Screening results deposited in PubChem by Sanford-Burnham Center for Chemical Genomics.
